TRPN1 ag – zebrafish TRPN1 (NompC) channel agonism; HEK293 zebrafish TRPN1-YFP, Fluo-8 calcium fluorescence; 100% = response to 87 µM carbachol; activation, % at 3 µM; 220,000 tested, 0.18% active;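 active = activation above its plate's cutoff, the mean activation of test wells on that plate plus 3 SD, cut at about 19% in these data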;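 note: 0% = DMSO alone and 100% = 87 µM carbachol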
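Assay system: Zebrafish TRPN1-YFP in HEK293 cells | Incubation: Dye loading 1 h at 37 °C, then 30 min room temperature | Measured by: Kinetic Fluo-8 fluorescence, ex 470-495, em 515-575 nm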
CHOP inhibitor – blocks CHOP induction under ER stress; 220,000 tested, 3.8% active; inhibition, % at 10 µM; CHO-K1 CHOP-promoter luciferase, tunicamycin-induced, 15-18 h;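 active = compounds that reduced the stress-induced luciferase reporter signal by more than about 70% of percent inhibition, limit read from the data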;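 note: 0% = tunicamycin plus vehicle and 100% = wells without tunicamycin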
TNF death inh – blocks TNF-alpha induced death of Jurkat FADD-/- cells; activation (protection from cell death), % at 10 µM; 220,000 tested, 0.068% active; Jurkat FADD-/- TNF necroptosis rescue, ATP luminescence, 24 h; 0 = TNF only, 100 = no-TNF cells;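 active = activation, meaning protection from cell death, of at least 50% relative to plate controls; inactive = activation below 50%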;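 note: necroptosis triggered by 40 ng/mL TNF-alpha added together with compound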
EBV gp42 block – inhibitors of Epstein-Barr virus glycoprotein 42; Q1HVG2; Fluorescence polarization binding assay, mP read-out; inhibition, % (tested at 21.74 µM); 220,000 tested, 0.42% active; in the data active = inhibition above about 50%
PPC-1+TRAIL kill – PPC-1 cancer cell killing with TRAIL present; PPC-1 cells + TRAIL, ATPLite viability luminescence; 220,000 tested, 0.41% active; cell killing (% activity), % at 4 µM; AID 1443;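 active = cell killing above 50% in the first pass at 4 µM, then a duplicate retest at 5 µM averaging 50% or more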;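 note: plate controls were cells with TRAIL plus DMSO for no effect and medium-only wells lacking cells for full effect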
p47phox inh – blocks human p47phox regulatory protein of NADPH oxidases; p47phox/p22phox peptide binding, fluorescence polarization, 2 h; inhibition, % at 24.7 µM; 220,000 tested, 0.53% active; AID 1274;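 active = inhibition above about 30%, limit read from the data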;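 note: 0% = p47phox with labelled peptide and 100% = labelled peptide alone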
Runt-SMMHC FRET – blocks binding of human RUNX1 Runt domain to CBFb-SMMHC. Cerulean-Runt/Venus-CBFb-SMMHC FRET ratio 530/480, 1 h. inhibition, % at 20 µM. 220,000 tested, 0.74% active. AID 1434;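 active = mean inhibition across duplicate retests at 20 µM reaching about 50%, limit read from the data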;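 note: 0% = DMSO wells and 100% = wells with excess untagged CBFb-SMMHC; inhibitors lower the FRET ratio by blocking Runt binding to CBFb-SMMHC; some results filed as inactive read as strong as hits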
MDM2 E3 inh – Mdm2 E3 ligase (human) inhibition. cell-based MDM2 ubiquitination luciferase reporter, 2 h; 0 = plate control, 100 = twice control, blank-subtracted. signal enhancement, % at 5 µM. 210,000 tested, 0.11% active. AID 1230. Q00987;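 active = signal enhancement of 30% or more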;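 note: luminescence tracks abundance of the self-degrading MDM2-luciferase fusion protein; higher signal means inhibition of MDM2 E3 ligase activity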
Target sequence (Q00987 whole entry, looked up, the tested form may be a part): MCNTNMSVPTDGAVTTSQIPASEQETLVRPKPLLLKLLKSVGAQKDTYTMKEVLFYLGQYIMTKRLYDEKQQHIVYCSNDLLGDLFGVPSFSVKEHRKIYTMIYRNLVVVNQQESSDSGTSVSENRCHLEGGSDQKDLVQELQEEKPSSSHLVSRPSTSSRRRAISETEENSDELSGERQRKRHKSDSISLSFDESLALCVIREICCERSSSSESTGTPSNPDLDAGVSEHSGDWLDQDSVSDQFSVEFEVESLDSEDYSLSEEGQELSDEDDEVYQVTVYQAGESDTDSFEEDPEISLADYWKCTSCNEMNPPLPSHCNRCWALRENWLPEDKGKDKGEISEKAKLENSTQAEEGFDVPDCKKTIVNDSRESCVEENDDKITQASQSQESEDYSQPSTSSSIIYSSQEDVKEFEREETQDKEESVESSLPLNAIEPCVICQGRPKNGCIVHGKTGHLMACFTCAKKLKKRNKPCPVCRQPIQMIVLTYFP
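system = mammalian cells stably expressing self-ubiquitinating, self-degrading MDM2 E3–luciferase fusion | quantity = 2000 cells per well seeded | incubation = 4 h cell settling then 2 h compound exposure, 37 °C | signal = SteadyLite luminescence, 15 min reagent step | benchmarks = plate control and blank wells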
TRPML3 agonist – agonists of human TRPML3 channel; Q8TDD5; HEK293 TRPML3-YFP, Fluo-8 calcium fluorescence; 100% = the carbachol control signal; activation, % at 3 µM; 220,000 tested, 0.29% active; AID 1448;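 active = activation above its plate's cutoff, the mean activation of the plate's test wells plus 3 SD, cut at about 12% in these data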;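 note: 0% = DMSO only wells and 100% = carbachol wells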
Target sequence (Q8TDD5 whole entry, looked up): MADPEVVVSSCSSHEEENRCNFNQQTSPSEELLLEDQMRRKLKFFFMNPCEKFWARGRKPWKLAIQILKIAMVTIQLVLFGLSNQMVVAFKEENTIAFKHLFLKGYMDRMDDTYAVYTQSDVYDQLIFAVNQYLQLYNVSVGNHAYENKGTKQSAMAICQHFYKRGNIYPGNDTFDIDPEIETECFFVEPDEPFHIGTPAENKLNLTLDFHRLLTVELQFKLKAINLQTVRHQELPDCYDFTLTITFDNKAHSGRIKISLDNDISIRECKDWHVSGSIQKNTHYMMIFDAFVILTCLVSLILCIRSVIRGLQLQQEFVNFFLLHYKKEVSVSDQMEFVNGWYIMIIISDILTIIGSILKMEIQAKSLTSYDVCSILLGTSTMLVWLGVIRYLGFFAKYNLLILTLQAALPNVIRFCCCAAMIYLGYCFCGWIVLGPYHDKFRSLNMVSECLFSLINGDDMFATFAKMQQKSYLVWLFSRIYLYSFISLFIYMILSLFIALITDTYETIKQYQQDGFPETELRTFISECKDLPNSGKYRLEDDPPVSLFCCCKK
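Material: HEK293 cells stably carrying human TRPML3-YFP; compound dosing: single dose, 3 µM final nominal compound, 0.3% DMSO final; incubation: 1-h 37 °C dye load, 5-s basal, 120-s post-compound reads; technique: Fluo-8 intracellular calcium fluorescence, excitation 470-495 nm, emission 515-575 nm; read-out basis: percent activation from peak-to-basal fluorescence ratio, scaled between DMSO and carbachol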
Numbers without * were called inactive.

O=C(/C=C/c1ccco1)Nc1ccc(N2CCCC2)cc1 was read as TRPN1 ag -0.1, CHOP inhibitor 36, TNF death inh -5.6, EBV gp42 block 5, PPC-1+TRAIL kill 31, p47phox inh -2, Runt-SMMHC FRET 5, MDM2 E3 inh -25 and TRPML3 agonist 0.0.
For O=C1CSC(=Nc2ccc(Cl)cc2)N1Cc1cccnc1 the results were TRPN1 ag -1.8, CHOP inhibitor 3, TNF death inh 1.5, EBV gp42 block -13, PPC-1+TRAIL kill 3, p47phox inh -15, Runt-SMMHC FRET 2, MDM2 E3 inh -5 and TRPML3 agonist 0.5.
`COC(=O)c1cc2oc3ccccc3c2n1CC(=O)N1CCCc2ccccc21` gave TRPN1 ag 0.1, CHOP inhibitor 50, TNF death inh -0.1, EBV gp42 block 1, PPC-1+TRAIL kill -12, p47phox inh -38, Runt-SMMHC FRET -53, MDM2 E3 inh -20 and TRPML3 agonist 0.3.
For CCOC(=O)C(C)n1nc(-c2ccccc2)c2ccccc2c1=O (configuration not stated) the results were TRPN1 ag -3.1, CHOP inhibitor 16, TNF death inh -1.2, EBV gp42 block -7, PPC-1+TRAIL kill 15, p47phox inh 6, Runt-SMMHC FRET 6, MDM2 E3 inh 0 and TRPML3 agonist -0.7.
`O=C(CN1/C(=C(/O)c2ccccc2)C(=O)c2ccccc2S1(=O)=O)c1ccccc1` gave TRPN1 ag -0.5, CHOP inhibitor 96*, TNF death inh -0.9, EBV gp42 block -15, PPC-1+TRAIL kill -6, p47phox inh -43, Runt-SMMHC FRET -3, MDM2 E3 inh -4 and TRPML3 agonist 0.1.
COc1cc2c3c(c1)C1(C(=O)N3C(C)(C)C=C2C)C(C#N)=C(N)Oc2cc(O)ccc21 (configuration not stated) was read as TRPN1 ag 0.0, CHOP inhibitor 10, TNF death inh -3.4, EBV gp42 block 11, PPC-1+TRAIL kill 11, p47phox inh -12, Runt-SMMHC FRET 1, MDM2 E3 inh -20 and TRPML3 agonist -0.3.
Screening CC(Sc1nncn1C)C(=O)Nc1nnc(-c2ccccc2)s1 (configuration not stated) returned TRPN1 ag 1.0, CHOP inhibitor 24, TNF death inh -0.2, EBV gp42 block -5, PPC-1+TRAIL kill 2, p47phox inh -3, Runt-SMMHC FRET 2, MDM2 E3 inh -11 and TRPML3 agonist 0.4.
`CC(C)NC(=O)c1ccccc1NC(=O)/C=C/c1ccc([N+](=O)[O-])cc1` gave TRPN1 ag 0.5, CHOP inhibitor 30, TNF death inh -2.6, EBV gp42 block -26, PPC-1+TRAIL kill 2, p47phox inh -24, Runt-SMMHC FRET -5, MDM2 E3 inh -15 and TRPML3 agonist 0.7.
Screening COc1ccc(NC(=O)CC2C(=O)N(c3ccc(F)cc3)C(=S)N2NC(=O)c2ccccc2)cc1 (configuration not stated) returned TRPN1 ag -1.2, CHOP inhibitor 24, TNF death inh 1.6, EBV gp42 block -6, PPC-1+TRAIL kill -27, p47phox inh -12, Runt-SMMHC FRET 1, MDM2 E3 inh -12 and TRPML3 agonist 1.2.
Screening Cc1nc(SCC(=O)c2ccccc2)c(C#N)c(-c2ccco2)c1C(=O)NCc1ccco1 returned TRPN1 ag 2.3, CHOP inhibitor -14, TNF death inh -5.2, EBV gp42 block -49, PPC-1+TRAIL kill 2, p47phox inh -20, Runt-SMMHC FRET -33, MDM2 E3 inh -11 and TRPML3 agonist 0.3.
Screening C=CCOc1ccc(CNc2nccs2)cc1 returned TRPN1 ag -2.4, CHOP inhibitor -15, TNF death inh 0.6, EBV gp42 block -1, PPC-1+TRAIL kill -4, p47phox inh -12, Runt-SMMHC FRET 3, MDM2 E3 inh -8 and TRPML3 agonist -1.1.
For Cc1cccc2cc(CN(Cc3ccco3)C(=O)c3ccncc3)c(=O)[nH]c12 the results were TRPN1 ag 1.6, CHOP inhibitor 2, TNF death inh -0.5, EBV gp42 block 0, PPC-1+TRAIL kill 0, p47phox inh 1, Runt-SMMHC FRET 4, MDM2 E3 inh -9 and TRPML3 agonist 0.2.
For CCOC(=O)C1=C(C)NC(C)=C(C(=O)OCC)C1c1ccc(C)o1 the results were TRPN1 ag -3.5, CHOP inhibitor 14, TNF death inh 0.7, EBV gp42 block -7, PPC-1+TRAIL kill -13, p47phox inh -9, Runt-SMMHC FRET -2, MDM2 E3 inh -11 and TRPML3 agonist -1.5.
For CCCCC1=CC2=CC(=O)C(C)(OC(=O)CC)C(=O)C2=CN1CCOC (configuration not stated) the results were CHOP inhibitor -9, TNF death inh -1.1, EBV gp42 block -8, PPC-1+TRAIL kill -2, p47phox inh -3, Runt-SMMHC FRET 8 and MDM2 E3 inh 0.
Nn1c(-c2ccccn2)nnc1-c1ccccn1 was read as TRPN1 ag -0.3, CHOP inhibitor -19, TNF death inh -1.9, EBV gp42 block -5, PPC-1+TRAIL kill -12, p47phox inh -8, Runt-SMMHC FRET 3, MDM2 E3 inh -11 and TRPML3 agonist -0.4.
c1ccc2c(c1)CCc1c-2nc2ccccc2c1N1CCOCC1 was read as TRPN1 ag -0.3, CHOP inhibitor 14, TNF death inh 3.3, EBV gp42 block 12, PPC-1+TRAIL kill 3, p47phox inh -16, Runt-SMMHC FRET -32, MDM2 E3 inh -10 and TRPML3 agonist 0.3.
Fc1ccc(N2CCN(C(c3cccs3)c3nnnn3CCc3ccccc3)CC2)cc1 (configuration not stated) was read as TRPN1 ag -0.3, CHOP inhibitor 44, TNF death inh -0.1, EBV gp42 block -6, PPC-1+TRAIL kill 26, p47phox inh -10, Runt-SMMHC FRET -2, MDM2 E3 inh 4 and TRPML3 agonist 0.1.
For Cc1ccc(Nc2nnc(SCC(=O)NCCN3C(=O)CSC3=O)s2)cc1 the results were TRPN1 ag -2.4, CHOP inhibitor -8, TNF death inh 0.2, EBV gp42 block -5, PPC-1+TRAIL kill 30, p47phox inh 8, Runt-SMMHC FRET -1, MDM2 E3 inh -15 and TRPML3 agonist -0.9.
For CCOC(=O)C(=CNc1ccc(-c2ccco2)c(Cl)c1)C(=O)OCC the results were TRPN1 ag 0.7, CHOP inhibitor 3, TNF death inh -1.9, EBV gp42 block -19, PPC-1+TRAIL kill -15, p47phox inh -60, Runt-SMMHC FRET -4, MDM2 E3 inh -8 and TRPML3 agonist 0.0.
`COC1(OC)C(/C=C/c2ccc(C)cc2)C(C#N)(C#N)C1(OC)OC` (configuration not stated) gave TRPN1 ag -0.1, CHOP inhibitor 19, TNF death inh -9.0, EBV gp42 block -6, p47phox inh -12 and TRPML3 agonist -0.5.
For c1cc2c(cc1Nc1nc(-c3ccc4c(c3)OCO4)cs1)OCCO2 the results were TRPN1 ag 0.4, CHOP inhibitor 18, TNF death inh 0.2, EBV gp42 block -11, PPC-1+TRAIL kill -3, p47phox inh -11, Runt-SMMHC FRET 3, MDM2 E3 inh -4 and TRPML3 agonist 0.1.
`CC(C)CC(=O)Nc1cccc(C(=O)Nc2ccccc2C(=O)O)c1` gave TRPN1 ag -0.7, CHOP inhibitor 28, TNF death inh 0.2, EBV gp42 block 13, PPC-1+TRAIL kill 5, p47phox inh -1, Runt-SMMHC FRET 6, MDM2 E3 inh -8 and TRPML3 agonist 0.6.
`O=C(COC(=O)CCc1ccccc1)NC(c1ccccc1)c1ccccc1` gave TRPN1 ag -1.4, CHOP inhibitor 29, TNF death inh 1.1, EBV gp42 block -21, PPC-1+TRAIL kill 12, p47phox inh -4, Runt-SMMHC FRET 1, MDM2 E3 inh -3 and TRPML3 agonist -0.8.
Screening CCC1CCCCN1C(=O)c1c(-c2ccccc2)noc1C (configuration not stated) returned TRPN1 ag -1.3, CHOP inhibitor -2, TNF death inh 0.5, EBV gp42 block -3, PPC-1+TRAIL kill 0, p47phox inh 15, Runt-SMMHC FRET -1, MDM2 E3 inh -15 and TRPML3 agonist -0.3.
`CC(=O)Nc1ccc(NC(=O)C(C)n2nc(C)c([N+](=O)[O-])c2C)cc1` (configuration not stated) gave TRPN1 ag 0.8, CHOP inhibitor -5, TNF death inh -0.9, EBV gp42 block -15, PPC-1+TRAIL kill 17, p47phox inh -9, Runt-SMMHC FRET 1, MDM2 E3 inh -8 and TRPML3 agonist 0.9.
COc1ccc(OC)c(NC(=O)Cn2cccc2)c1 was read as TRPN1 ag 0.6, CHOP inhibitor 19, TNF death inh 0.4, EBV gp42 block -18, PPC-1+TRAIL kill -4, p47phox inh -1, Runt-SMMHC FRET -3, MDM2 E3 inh -9 and TRPML3 agonist -0.2.
For Cn1ncc(Br)c1C(=O)NCc1cccs1 the results were TRPN1 ag -0.6, CHOP inhibitor -7, TNF death inh 1.8, EBV gp42 block -1, PPC-1+TRAIL kill 6, p47phox inh 5, Runt-SMMHC FRET 0, MDM2 E3 inh -18 and TRPML3 agonist 0.3.
Screening O=C(NCCCCc1ccccc1)C1CC(c2cc(C(F)(F)F)cc(C(F)(F)F)c2)=NO1 (configuration not stated) returned CHOP inhibitor 17, TNF death inh 2.2, EBV gp42 block -2, PPC-1+TRAIL kill 4, p47phox inh -6, Runt-SMMHC FRET -4 and MDM2 E3 inh 9.
COc1ccc(NCc2ccc(OC)c(OC)c2)cc1 was read as TRPN1 ag 0.3, CHOP inhibitor 13, TNF death inh -0.8, EBV gp42 block -5, PPC-1+TRAIL kill 12, p47phox inh -7, Runt-SMMHC FRET -3, MDM2 E3 inh -19 and TRPML3 agonist 0.1.
Screening O=C(NCc1ccc(Cl)cc1)C(=O)NCC1OCCN1C(=O)c1ccc(Cl)cc1 (configuration not stated) returned TRPN1 ag -1.6, CHOP inhibitor 25, TNF death inh 1.1, EBV gp42 block -8, PPC-1+TRAIL kill -2, p47phox inh -18, Runt-SMMHC FRET 0, MDM2 E3 inh -12 and TRPML3 agonist 0.2.

3 entries already listed, arranged by length of the SMILES, lowest first:
For Cn1ncc(Br)c1C(=O)NCc1cccs1 the results were TRPN1 ag -0.6, CHOP inhibitor -7, TNF death inh 1.8, EBV gp42 block -1, PPC-1+TRAIL kill 6, p47phox inh 5, Runt-SMMHC FRET 0, MDM2 E3 inh -18 and TRPML3 agonist 0.3.
COc1ccc(OC)c(NC(=O)Cn2cccc2)c1 was read as TRPN1 ag 0.6, CHOP inhibitor 19, TNF death inh 0.4, EBV gp42 block -18, PPC-1+TRAIL kill -4, p47phox inh -1, Runt-SMMHC FRET -3, MDM2 E3 inh -9 and TRPML3 agonist -0.2.
Screening O=C(NCc1ccc(Cl)cc1)C(=O)NCC1OCCN1C(=O)c1ccc(Cl)cc1 (configuration not stated) returned TRPN1 ag -1.6, CHOP inhibitor 25, TNF death inh 1.1, EBV gp42 block -8, PPC-1+TRAIL kill -2, p47phox inh -18, Runt-SMMHC FRET 0, MDM2 E3 inh -12 and TRPML3 agonist 0.2.
